Screening data from PubChem.
TRHR agonist = activates the human TRH receptor; P34981; TRHR cells, calcium flux fluo-8, FDSS agonist mode; activation, % at 2 µM; 360,000 tested, 0.18% active; AID 493084; note: 0% is about no effect
Target sequence (P34981 whole entry, looked up): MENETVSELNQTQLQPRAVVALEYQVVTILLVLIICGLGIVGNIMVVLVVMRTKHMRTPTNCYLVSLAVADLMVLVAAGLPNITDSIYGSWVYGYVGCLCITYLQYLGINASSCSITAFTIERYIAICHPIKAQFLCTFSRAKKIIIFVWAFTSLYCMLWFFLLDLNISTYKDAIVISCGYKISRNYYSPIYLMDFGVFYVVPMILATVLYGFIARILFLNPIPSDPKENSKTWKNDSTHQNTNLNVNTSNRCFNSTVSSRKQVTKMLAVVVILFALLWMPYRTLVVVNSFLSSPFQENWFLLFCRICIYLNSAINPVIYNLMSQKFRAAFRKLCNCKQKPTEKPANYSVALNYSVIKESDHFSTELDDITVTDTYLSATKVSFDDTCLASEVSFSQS
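Steps: seed TRHR cells overnight; add fluo-8 no-wash Ca dye, RT 30 min–1.5 h; record 10 s baseline; pin-transfer compounds; monitor fluorescence 1 cycle/s for the agonist window. Calcium increases flag candidate agonists.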
D2 antag = antagonists of human D2 dopamine receptor. P14416. HEK293 TREx D2 cells, calcium flux, dopamine EC80. inhibition, % at 10 µM. 340,000 tested, 2% active; in the data active = inhibition above about 30%; note: 0% is about no effect
Target sequence (P14416 whole entry, looked up): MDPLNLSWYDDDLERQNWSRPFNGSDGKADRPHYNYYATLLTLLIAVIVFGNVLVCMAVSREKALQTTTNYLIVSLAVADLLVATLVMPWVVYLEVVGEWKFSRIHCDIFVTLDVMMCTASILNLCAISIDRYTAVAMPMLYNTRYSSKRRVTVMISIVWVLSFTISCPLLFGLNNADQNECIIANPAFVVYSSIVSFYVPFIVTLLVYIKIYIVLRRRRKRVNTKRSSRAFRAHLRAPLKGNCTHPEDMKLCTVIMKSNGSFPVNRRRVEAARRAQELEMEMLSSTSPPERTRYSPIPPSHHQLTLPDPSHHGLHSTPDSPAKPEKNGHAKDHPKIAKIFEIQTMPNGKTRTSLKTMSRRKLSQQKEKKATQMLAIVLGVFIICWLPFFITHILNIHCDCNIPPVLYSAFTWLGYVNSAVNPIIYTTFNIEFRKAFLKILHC
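Calcium mobilization kinetics were recorded at 1 s intervals in tetracycline-induced HEK293 T-REx D2 cells, first for 180 s after compound addition and then 180 s after EC80 dopamine.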
TRHR PAM = allosterically enhances the human TRH receptor; TRHR cells, fluo-8 calcium fluorescence, EC20 TRH enhancement; enhancement, % at 2 µM; 360,000 tested, 0.66% active; in the data active = enhancement above about 30%; note: 0% is about no effect
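Enhancer read-out: after compound pinning and an initial kinetic agonist-mode read, an EC20 of TRH (10 nM final) was injected and fluo-8 calcium signal (Ex 480/Em 530) followed at 1 s/cycle for 100 cycles in TRHR-expressing cells.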
D1 potentiator = potentiators of human D1 dopamine receptor. HEK293 TREx D1 cells, calcium flux, dopamine EC20 potentiation. potentiation, % at 10 µM. 360,000 tested, 0.036% active. P21728; in the data active = potentiation above about 30%; note: 0% is about no effect
D2 agonist = D2 dopamine receptor (human) agonism; P14416; HEK293 T-REx D2 cells, calcium flux agonist mode; activation, % at 2 µM; 340,000 tested, 0.53% active; AID 485358;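 active = activation over 3 SD above normal in the single-dose calcium agonist read, cut at about 30% in these data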; note: 0% is about no effect
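Agonism scored from kinetic calcium signal (1 read/sec, 180 s) following compound pin transfer, after a 10 s baseline. Cells: HEK293 Trex line expressing inducible D2 receptor coupled to calcium, dye-loaded after overnight culture at 30 C.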
RXFP1 antag = antagonists of human relaxin receptor RXFP1; activity change, negative = inhibition, % at 57.5 µM; AID 1259400; HEK293-RXFP1, relaxin-stimulated cAMP HTRF, 30 min; active compounds read low; 350,000 tested, 0.59% active;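 active = activity change of -60% or lower, but not beyond a set lower limit; inconclusive = change between -60% and -40%, or beyond the set limit; inactive = change above -40%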; note: % is set by controls: 0 for no effect and ±100 for the full control effect
D1 ag = agonists of human D1 dopamine receptor. P21728. HEK293 T-REx D1 cells, calcium flux, agonist mode. activation, % at 2 µM. 360,000 tested, 1% active. AID 504660; note: 0% is about no effect
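Tetracycline-induced HEK293 TREx D1 cells, force-coupled to calcium signalling, were dye-loaded with a no-wash calcium kit. Compound was pin-added after a 10 s baseline. Fluorescence was read kinetically at 1 cycle/s for 180 s, with calcium rises flagged as agonism.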
D1 antagonist = human D1 dopamine receptor antagonism; HEK293 TREx D1 cells, calcium flux, dopamine EC80; active compounds read low; activity change, negative = inhibition, % at 10 µM; P21728; 360,000 tested, 3.2% active; in the data active = activity change below about -30%; note: % is set by controls: 0 for no effect and ±100 for the full control effect
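Using tetracycline-induced force-coupled D1 Hek293 cells and a calcium dye, signals were followed for 180 s after compound, then for 180 s after EC80 dopamine, to detect inhibitors.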
D2 potentiator = D2 dopamine receptor (human) potentiation; HEK293 T-REx D2, calcium flux, EC20 dopamine potentiation; potentiation, % at 10 µM; 340,000 tested, 0.34% active; AID 485347;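 active = potentiation over 3 SD above the plate norm, cut at about 30% in these data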; note: 0% is about no effect
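Using a no-wash calcium dye in inducible, force-coupled HEK293 Trex cells expressing D2, we tracked fluorescence each second for 180 s after compound, then for 180 s after EC20 dopamine to detect augmented signalling.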
* = called active by the depositor; ? = inconclusive; . = no result given. Cut-off read from the data, not from the text of the source, unless noted: active = activation above about 30%; inactive = the rest. Outcome played no part in choosing rows (roughly 7.3% active in at least one column).

cpd | SMILES | TRHR agonist | D2 antag | TRHR PAM | D1 potentiator | D2 agonist
1 | O=C(Nc1cccc(-c2nc3ncccc3o2)c1)c1ccco1 | 0.7 | 7 | 9 | -1 | -0.1
2 | COc1ccc(CNC(=O)c2ccc(-c3nc(CSc4ccccc4)c(C)o3)cc2)cc1 | 0.6 | . | -1 | -1 | .
3 | O=C(COC(=O)/C=C/c1ccc(C(F)(F)F)cc1)NCc1ccco1 | -0.1 | -21 | -2 | -7 | 0.4
4 | Cc1cccc(C)c1NC(=O)CNC(=O)c1ccc2ccccc2n1 | -0.3 | -28 | 11 | . | 0.3
5 | CC(=O)Nc1sc(N/N=C/c2ccc(O)cc2)nc1-c1ccc(C)cc1 | 0.0 | -15 | -6 | -8 | -0.1
6 | CCNc1nc(NC(C)C)nc(NS(=O)(=O)c2ccc(C)cc2)n1 | -0.4 | 5 | -2 | -2 | -1.7
7 | Cc1ccc(OCCn2c(=O)cnc3ccccc32)cc1 | 0.3 | -3 | -9 | 1 | -0.7
8 | c1ccc(CSc2nnc(-c3ccco3)n2Cc2ccccc2)cc1 | -0.5 | 11 | 1 | -1 | -0.3
9 | Cc1cccc(NC(=O)C(=O)NCC(c2ccc3c(c2)OCO3)N2CCN(C)CC2)c1C (stereo not drawn) | 1.2 | . | 0 | -2 | 0.7
10 | COc1ccc(C2N(c3ccc(F)cc3)C(=O)C3CCCN32)cc1 (stereo not drawn) | -1.1 | -10 | 3 | . | 1.4
11 | COCCC(=O)N1CCCC(C(=O)c2ccc(C(F)(F)F)cc2)C1 (stereo not drawn) | 0.2 | 5 | 6 | 3 | 0.9
12 | Cc1cccc(N=C2NC(=O)c3cc([N+](=O)[O-])ccc32)c1 | -0.3 | -4 | -1 | 1 | 0.5
13 | COc1ccc2[nH]cc(CCN=C(NC(=O)c3ccccc3OC)Nc3nc(C)cc(C)n3)c2c1 | -0.1 | . | -4 | -2 | 1.0
14 | CC(C)c1ccc(Nc2c(-c3ccc(N(C)C)cc3)nc3cnccn23)cc1 | 0.0 | . | 3 | 1 | -0.1
15 | CCCC[C@@H]1CNC(=O)C(=O)N1CC(C)(C)C | -0.5 | . | 0 | -2 | .

cpd | RXFP1 antag | D1 ag | D1 antagonist | D2 potentiator
1 | -2 | 1 | -1 | 3
2 | . | 1 | 8 | 2
3 | -7 | 6 | -31* | -4
4 | -2 | 4 | 2 | 8
5 | 1 | 1 | 3 | 9
6 | -11 | 2 | 14 | -1
7 | -2 | 4 | -18 | -14
8 | -10 | -1 | -5 | 0
9 | 1 | 4 | -30 | -7
10 | -4 | 6 | -9 | 7
11 | -3 | 2 | 8 | 7
12 | 5 | -3 | 23 | -2
13 | . | 0 | -1 | 8
14 | . | 0 | 9 | -7
15 | . | 3 | -8 | .

A draw from above in order of molecular weight, lowest first:
cpd | SMILES | TRHR agonist | D2 antag | TRHR PAM | D1 potentiator | D2 agonist
7 | Cc1ccc(OCCn2c(=O)cnc3ccccc32)cc1 | 0.3 | -3 | -9 | 1 | -0.7
12 | Cc1cccc(N=C2NC(=O)c3cc([N+](=O)[O-])ccc32)c1 | -0.3 | -4 | -1 | 1 | 0.5
10 | COc1ccc(C2N(c3ccc(F)cc3)C(=O)C3CCCN32)cc1 (stereo not drawn) | -1.1 | -10 | 3 | . | 1.4
8 | c1ccc(CSc2nnc(-c3ccco3)n2Cc2ccccc2)cc1 | -0.5 | 11 | 1 | -1 | -0.3
5 | CC(=O)Nc1sc(N/N=C/c2ccc(O)cc2)nc1-c1ccc(C)cc1 | 0.0 | -15 | -6 | -8 | -0.1
13 | COc1ccc2[nH]cc(CCN=C(NC(=O)c3ccccc3OC)Nc3nc(C)cc(C)n3)c2c1 | -0.1 | . | -4 | -2 | 1.0

cpd | RXFP1 antag | D1 ag | D1 antagonist | D2 potentiator
7 | -2 | 4 | -18 | -14
12 | 5 | -3 | 23 | -2
10 | -4 | 6 | -9 | 7
8 | -10 | -1 | -5 | 0
5 | 1 | 1 | 3 | 9
13 | . | 0 | -1 | 8

The listing continues.
cpd | SMILES | TRHR agonist | D2 antag | TRHR PAM | D1 potentiator | D2 agonist
16 | Cc1nn(Cc2ccccc2)c(C)c1NC(=O)CSc1nc2c(c(C(F)(F)F)n1)CCc1ccccc1-2 | 0.9 | 1 | -2 | 6 | 1.0
17 | CCOc1cc(NC(=O)c2ccco2)c(OCC)cc1NC(=O)c1cc(OC)c(OC)c(OC)c1 | -0.5 | 3 | 0 | -7 | 0.3
18 | COCCSc1nnc(NC(=O)c2cc(C(=O)OC)cc([N+](=O)[O-])c2)s1 | -0.4 | -2 | 4 | -1 | -1.0
19 | Cc1ccc2c(c1)CCCN2C(=O)c1cc(C)c(C)s1 | -0.4 | -10 | 3 | -14 | -0.2
20 | Cc1ccc(NC(=O)CN(C)C(=O)c2ccc(Br)o2)cc1 | -0.7 | . | 7 | -11 | .
21 | CCn1c(=O)c(C(=O)Nc2ncccc2C)c(O)c2ccccc21 | 4.3 | 21 | 1 | -2 | 0.6
22 | O=C(O)CCC(=O)Nc1cccc2cccnc12 | 0.7 | -1 | 26 | 1 | -0.2
23 | Cc1ccc(S(=O)(=O)C2(C(=O)N3CCN(C4CCCCC4)CC3)CC2)cc1 | 0.0 | . | -1 | 3 | .
24 | Cc1ccc(CNC(=O)CCS(=O)(=O)c2ccc3c(c2)NC(=O)CO3)cc1 | 0.4 | 3 | -11 | -7 | 0.1
25 | Cc1ccc(-n2c(SCC(=O)Nc3cc(C)on3)nc3c(c2=O)SC(C)C3)cc1 (stereo not drawn) | -0.2 | -4 | -9 | -4 | -0.3
26 | Cc1ccc(Cl)cc1N1CCN(S(=O)(=O)c2c(C)nc3scc(C)n3c2=O)CC1 | -1.1 | 2 | 1 | -2 | -1.0
27 | Cc1nn(C)c(C)c1S(=O)(=O)N1CCCC(C(=O)NCC2COc3ccccc3O2)C1 (stereo not drawn) | -0.6 | -20 | 7 | . | 0.2
28 | COc1ccccc1NC(=O)C(C)Nc1ccc(C)c(Cl)c1 (stereo not drawn) | 0.5 | 13 | -5 | -4 | -0.3
29 | OCCC1CN(CCCn2cccn2)CCN1C1CCCCC1 (stereo not drawn) | -0.1 | 12 | -6 | -4 | 1.2
30 | COC(=O)Nc1nc2ccc(C(=O)c3ccc(F)cc3)cc2[nH]1 | -0.3 | -7 | -4 | -1 | -2.0

cpd | RXFP1 antag | D1 ag | D1 antagonist | D2 potentiator
16 | 10 | 2 | 26 | 3
17 | 4 | 2 | 9 | 8
18 | -4 | 5 | 1 | -3
19 | -18 | 4 | 4 | -8
20 | -15 | 3 | 0 | .
21 | -18 | 16 | -7 | -10
22 | -7 | 2 | 5 | 1
23 | -28 | 1 | 1 | .
24 | 15 | -1 | 9 | 6
25 | 0 | 2 | -14 | 12
26 | -13 | 3 | 10 | 10
27 | -5 | 4 | 0 | 20
28 | ? | 5 | 0 | 17
29 | 8 | 1 | 4 | -9
30 | . | -1 | -20 | -3

(cont.)
cpd | SMILES | TRHR agonist | D2 antag | TRHR PAM | D1 potentiator | D2 agonist
31 | Cc1ccc2[nH]c(C(=O)NCCN3CCCC3)cc2c1 | -0.5 | 7 | 5 | 0 | 0.1
32 | COc1ccc(NC(=O)CSc2nc(SC)ns2)c(OC)c1 | -0.4 | 8 | -3 | -5 | -2.6
33 | Nc1nnc(SCCOc2ccccc2)s1 | -0.8 | -17 | 9 | -5 | -1.3
34 | CCN(CC)CCCn1c2c(c(SCC(=O)Nc3cccc4ccccc34)nc1=O)CCC2 | 0.8 | 18 | -1 | 0 | -0.2
35 | CCC(=O)NC(Nc1c(C)n(C)n(-c2ccccc2)c1=O)C(Cl)(Cl)Cl (stereo not drawn) | 0.1 | -8 | 22 | 10 | -0.1
36 | CCOC(=O)/C(C#N)=C/c1cn(CCOc2ccc(OC)cc2)c2ccccc12 | -0.4 | -3 | -5 | -5 | -1.5
37 | O=C(CC1C(=O)OCCN1Cc1ccccc1)Nc1ccc(F)cc1 (stereo not drawn) | 0.6 | . | 1 | -4 | .
38 | O=C(c1cc2ccccc2o1)N1CCN(Cc2ccc3c(c2)OCO3)CC1 | -1.0 | 78* | -1 | -8 | -0.5
39 | Cn1cnnc1SC/C(O)=C(\C#N)c1nc2ccccc2[nH]1 | 0.8 | 7 | -2 | -4 | -0.3
40 | O=C(NC1CCCCC1)c1ccc2c(c1)N(Cc1cccc(F)c1)C(=O)c1ccccc1S2 | 0.9 | . | 1 | 1 | 0.7
41 | CC(C)c1ccc(S(=O)(=O)c2ccc(NN)cc2)cc1 | -1.2 | -4 | 10 | 3 | -0.3
42 | Cc1onc(-c2ccccc2)c1-c1ccc(S(N)(=O)=O)cc1 | -0.3 | -21 | 7 | -2 | 0.7
43 | O=c1[nH]c(CSc2nnc(NCCCN3CCOCC3)s2)nc2cc(Cl)ccc12 | -0.1 | 2 | 9 | -1 | -0.3
44 | CCC1CCCCN1C(=O)c1nn(-c2ccc(OC)cc2)c(=O)c2c1c1ccccc1n2C (stereo not drawn) | 0.2 | . | -7 | 0 | 0.2
45 | O=C(Nc1cccc(C(F)(F)F)c1)N1CCC(c2nc(-c3ccc(F)cc3)no2)CC1 | 2.7 | 2 | 1 | 5 | 2.5

cpd | RXFP1 antag | D1 ag | D1 antagonist | D2 potentiator
31 | -1 | 2 | -5 | 2
32 | -9 | 2 | 1 | 13
33 | -11 | 4 | 7 | -7
34 | -7 | 1 | 3 | -18
35 | 1 | 2 | 9 | 5
36 | -7 | 19 | -8 | -5
37 | -4 | -1 | 9 | .
38 | 4 | 0 | 11 | -19
39 | -16 | 4 | -9 | 8
40 | -3 | 3 | -15 | -11
41 | -3 | 6 | 1 | 2
42 | -18 | 4 | -6 | 13
43 | -6 | 0 | 8 | -1
44 | -1 | 1 | 0 | 12
45 | -12 | 7 | -3 | 0

Further structures follow:
cpd | SMILES | TRHR agonist | D2 antag | TRHR PAM | D1 potentiator | D2 agonist
46 | O=C(Cc1c(F)cccc1Cl)NCC1CCCO1 (stereo not drawn) | -0.3 | . | 1 | 2 | .
47 | COc1cccc(C2CC(C(F)(F)F)n3ncc(C(=O)NC(C)(C)C)c3N2)c1 (stereo not drawn) | -0.4 | 1 | -3 | 5 | 0.1
48 | CC(C)Oc1ccc(C(=O)NCCCNC(=O)c2ccccn2)cc1 | 0.2 | -5 | -5 | . | -0.7
49 | Cc1csc(NC(=O)CSc2nnc(-c3ccoc3C)n2Cc2ccco2)n1 | -0.7 | 14 | -1 | -4 | -0.5
50 | Cc1ccc(-n2ncc3c(SCC(=O)NNC(=O)c4ccco4)ncnc32)cc1 | -0.3 | -1 | 2 | -1 | 0.1
51 | COc1ccc(N(Cc2nnc3n2CCCCC3)C(=O)Nc2ccccc2)cc1 | 0.7 | 1 | 5 | -5 | 0.1
52 | CCC(C)n1c(=N)c(S(=O)(=O)c2ccccc2)cc2c(=O)n3ccccc3nc21 (stereo not drawn) | 0.1 | . | -10 | -3 | 5.0

cpd | RXFP1 antag | D1 ag | D1 antagonist | D2 potentiator
46 | -3 | 0 | 7 | .
47 | -16 | 0 | 5 | -7
48 | -16 | 5 | 11 | 5
49 | 1 | 5 | 12 | 24
50 | 0 | 2 | 17 | 32*
51 | -12 | 0 | 16 | 9
52 | . | 1 | 8 | 14
